# Assay outcomes from PubChem BioAssay.
# BaF3 tox = counter-screen for JAK2V617F inhibitors: parental Ba/F3 viability inhibitors. CellTiter-Glo ATP luminescence. inhibition, % at 5.6 µM. hit rate 1.1% among 220,000;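 active = inhibition above a per-campaign cutoff, the mean inhibition of all tested compounds plus 3 SD, cut at about 27% in these data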;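 also: 0% = DMSO wells and 100% = JAK Inhibitor I control wells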
# Wee1 stabilizer = human Wee1 degradation inhibition, primary screen; reporter increase, % at 5 µM; hit rate 1.2% among 220,000; P30291; HeLa Luc-Wee1K328M stability, luciferase luminescence; 100% = proteasome inhibitor MG132 effect;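 active = activation above the mean of all tested compounds plus 3 SD, set per screening run, cut at about 8.8% in these data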;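 also: cells exposed to compound for 20 h before luminescence read; 0% = DMSO alone and 100% = MG132 at 30 µM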
# Target sequence (P30291 whole entry K328M): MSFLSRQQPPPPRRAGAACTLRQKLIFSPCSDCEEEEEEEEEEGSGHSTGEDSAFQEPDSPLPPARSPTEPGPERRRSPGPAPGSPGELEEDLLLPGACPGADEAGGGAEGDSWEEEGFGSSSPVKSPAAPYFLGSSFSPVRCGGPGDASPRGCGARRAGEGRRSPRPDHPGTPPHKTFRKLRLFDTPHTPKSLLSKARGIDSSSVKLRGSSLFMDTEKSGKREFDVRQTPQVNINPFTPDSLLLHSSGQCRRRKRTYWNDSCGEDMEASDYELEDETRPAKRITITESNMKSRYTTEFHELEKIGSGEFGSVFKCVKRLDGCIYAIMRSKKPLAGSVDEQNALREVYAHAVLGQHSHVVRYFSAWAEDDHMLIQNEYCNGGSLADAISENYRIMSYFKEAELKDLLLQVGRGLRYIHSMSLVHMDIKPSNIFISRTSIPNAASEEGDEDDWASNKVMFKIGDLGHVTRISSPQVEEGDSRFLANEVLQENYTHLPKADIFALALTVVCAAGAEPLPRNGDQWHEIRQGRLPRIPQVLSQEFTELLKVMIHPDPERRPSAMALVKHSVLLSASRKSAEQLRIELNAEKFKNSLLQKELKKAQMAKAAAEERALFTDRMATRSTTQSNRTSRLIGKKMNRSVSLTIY
# TRPML3 ag = human mucolipin-3 channel agonism. Q8TDD5. HEK293 TRPML3-YFP, Fluo-8 calcium fluorescence; 100% = the carbachol control signal. activation, % at 3 µM. hit rate 0.29% among 220,000;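 active = activation above its plate's cutoff, the mean activation of the plate's test wells plus 3 SD, cut at about 12% in these data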;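 also: 0% = DMSO only wells and 100% = carbachol wells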
#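 Test system – HEK293 line with stable expression of human TRPML3-YFP channel · Control set – carbachol 87 µM final as high control (100%), DMSO as low control (0%) · Signal – Fluo-8 calcium dye fluorescence, ex 470-495, em 515-575 nm · Incubation – 1-h 37 °C dye load, 5-s basal, 120-s post-compound reads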
# Ba/F3 V617F tox = reduce viability of Ba/F3 cells dependent on JAK2V617F | Ba/F3 EpoR-JAK2V617F viability, ATP luminescence | inhibition, % at 5.6 µM | hit rate 1.1% among 220,000;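 active = inhibition above the campaign mean plus 3 SD over all tested compounds, cut at about 24% in these data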;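 also: cytokine-independent growth of Ba/F3 cells driven by EpoR plus mutant JAK2; 0% = DMSO-treated cells and 100% = JAK inhibitor I control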
# TRPN1 ag = zebrafish TRPN1 (NompC) channel agonism; AID 1424; hit rate 0.18% among 220,000; activation, % at 3 µM; HEK293 zebrafish TRPN1-YFP, Fluo-8 calcium fluorescence; 100% = response to 87 µM carbachol;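 active = activation above its plate's cutoff, the mean activation of test wells on that plate plus 3 SD, cut at about 19% in these data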;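 also: 0% = DMSO alone and 100% = 87 µM carbachol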
#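 System: zebrafish TRPN1-YFP in HEK293 cells / Dosing: 3 µM single point / Timing: dye loading 1 h at 37 °C, then 30 min room temperature / Signal: Fluo-8 calcium fluorescence, excitation 470-495 nm, emission 515-575 nm / Read-out basis: percent activation from peak over basal fluorescence ratio, control-normalized / Control set: high carbachol 87 µM, low DMSO alone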
# PPC-1+TRAIL kill = PPC-1 cancer cell killing with TRAIL present. cell killing (% activity), % at 4 µM. PPC-1 cells + TRAIL, ATPLite viability luminescence. hit rate 0.41% among 220,000;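 active = cell killing above 50% in the first pass at 4 µM, then a duplicate retest at 5 µM averaging 50% or more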;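 also: plate controls were cells with TRAIL plus DMSO for no effect and medium-only wells lacking cells for full effect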
# CHOP inhibitor = CHOP inhibition in unfolded protein response; CHO-K1 CHOP-promoter luciferase, tunicamycin-induced, 15-18 h; inhibition, % at 10 µM; hit rate 3.8% among 220,000;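 active = compounds that reduced the stress-induced luciferase reporter signal by more than about 70% of percent inhibition, limit read from the data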;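 also: 0% = tunicamycin plus vehicle and 100% = wells without tunicamycin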
# RBBP9 inh = human RBBP9 hydrolase inhibition | O75884 | recombinant RBBP9, FP-Rh probe fluorescence polarization | inhibition, % at 7.94 µM | hit rate 0.2% among 220,000;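 active = inhibition above the campaign mean of all tested compounds plus 3 SD, cut at about 14% in these data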;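 also: plate controls were DMSO wells with RBBP9 for no effect and wells lacking RBBP9 protein for full effect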
# Target sequence (O75884 whole entry, looked up): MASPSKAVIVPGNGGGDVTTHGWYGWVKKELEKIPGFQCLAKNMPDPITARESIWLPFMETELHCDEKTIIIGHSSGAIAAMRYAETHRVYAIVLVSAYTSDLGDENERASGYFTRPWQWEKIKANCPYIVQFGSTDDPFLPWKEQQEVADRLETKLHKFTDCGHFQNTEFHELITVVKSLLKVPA
#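 Assay system: recombinant human RBBP9; Reagent: Serine-hydrolase probe FP-Rh, 375 nM pre-mixing; Doses: 7.94 µM single dose, 0.794% DMSO; Incubation: 30 min then 45 min, 25 °C; Detection: fluorescence polarization (mP), excitation 525 nm, emission 598 nm; Evaluation: percent inhibition from mP, scaled between DMSO and no-protein wells.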
# TNF death inh = inhibitors of TNF-alpha induced necroptosis in Jurkat FADD-/- cells; Jurkat FADD-/- TNF necroptosis rescue, ATP luminescence, 24 h; 0 = TNF only, 100 = no-TNF cells; hit rate 0.068% among 220,000; activation (protection from cell death), % at 10 µM;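 active = activation, meaning protection from cell death, of at least 50% relative to plate controls; inactive = activation below 50%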;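 also: necroptosis triggered by 40 ng/mL TNF-alpha added together with compound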
# The depositor's hits bear a star. Outcome played no part in choosing rows; about 6.8% have a hit in one of these screens.
SMILES,BaF3 tox,Wee1 stabilizer,TRPML3 ag,Ba/F3 V617F tox,TRPN1 ag,PPC-1+TRAIL kill,CHOP inhibitor,RBBP9 inh,TNF death inh
CCOc1ccc(NC(=O)N2CCC(c3nc4ccccc4[nH]3)CC2)cc1,13,1,0.4,3,-1.9,14,11,4,0.1
CCN(CC)C(=O)Cn1cc(SCC(=O)Nc2cc(C)on2)c2ccccc21,10,2,-0.8,2,-0.7,30,0,-5,1.4
COc1ccc(CNC(=O)C2CCC(CNc3c(N4CCOCC4)c(=O)c3=O)CC2)cc1 (centres undefined),5,0,1.1,-4,0.9,10,11,-7,-0.1
COc1ccc(CCCc2n[nH]c(=S)n2C)cc1C,3,5,-0.4,7,-0.9,7,-10,-5,-0.9
CC1=C(C(=O)OCC2CCCO2)C(c2ccncc2)C2=C(CCCC2=O)N1 (centres undefined),0,-2,-0.3,0,0.4,31,-4,-9,0.0
Cc1[nH]c(=O)[nH]c(=O)c1/C=N/NC(=O)[C@H](C)N,2,4,0.5,4,1.6,10,-26,-4,-0.3
Cc1nnc(SCC(=O)NCc2ccco2)n1-c1ccc(F)cc1,1,1,-0.1,0,-1.1,13,15,-7,-0.7
O=C1CCc2cc(S(=O)(=O)NC(Cc3ccccc3)C(=O)NC3CCCC3)ccc2N1 (centres undefined),3,0,-0.7,5,0.2,-2,-3,-4,0.3
CCOC(=O)C(=O)Nc1ccc([N+](=O)[O-])cc1OC,4,0,0.7,0,2.1,13,-14,-6,0.4
CCN(CC)S(=O)(=O)c1ccc(/C=C/C(=O)Nc2ccc(F)c(F)c2F)cc1,7,4,4.3,2,9.3,35,24,-7,0.1
Cc1ccccc1OCC(O)CN1CCN(c2ccccn2)CC1 (centres undefined),1,-2,-0.1,0,-1.1,9,16,-9,0.6
Cc1ccsc1/C=N/N1CCN(c2ccccn2)CC1,3,-1,1.6,0,2.2,-6,-8,-3,-0.1
Cc1cc(C)n(-c2ccc(Cl)c(C(=O)Nc3ccc(-c4nnc5n4CCCCC5)cc3)n2)n1,3,-2,-0.8,-6,-0.2,-3,24,-2,-3.4
CSCc1ccc(C(=O)Nc2ccc(C(N)=O)cc2)cc1,1,-3,0.4,1,0.8,17,-21,-7,-1.2
O=c1ncn(-c2ccc(F)cc2)c2ncccc12,1,1,0.9,-3,1.4,-20,29,-6,-0.1
COc1ccc(/C=N/NC(N)=S)cc1,-1,-2,0.5,0,0.3,11,-5,-2,-3.5
Cn1c(SCc2cccc(Cl)c2)nc(C(F)(F)F)cc1=O,3,-1,-1.1,7,-1.8,23,84*,0,-6.0
O=C1CCCN1S(=O)(=O)c1ccccc1,8,-2,1.1,0,0.4,15,-8,-3,-0.3
COCc1cc(C)nc(N2CCN(Cc3ccccc3)CC2)c1C#N,0,-3,0.2,-2,0.2,23,30,-1,0.3
N#Cc1ccc(C(=O)Nc2cccc3ncccc23)c(F)c1,0,-1,0.4,-2,0.2,-12,7,-4,0.3
O=C(CCN1CCN(c2ccccc2)CC1)N/N=C/c1ccccc1O,5,-3,1.3,1,1.5,20,48,-9,-6.8
Cn1cc(CCC(=O)N2CCCC(C(=O)c3cccc4ccccc34)C2)cn1 (centres undefined),4,5,0.2,1,0.3,9,11,-11,-2.6
Cc1ccc(CNC(=O)Cn2cncn2)cc1,5,2,1.0,-2,0.2,19,13,-2,-0.7
CC1CCN(c2c(NCC3CCC(C(=O)N4CCc5ccccc5C4)CC3)c(=O)c2=O)CC1 (centres undefined),-2,-3,-0.3,-1,0.6,16,13,-9,-3.0
CC/C(O)=C1\C(=O)CC(C)(C)CC1=Nc1ccccc1C,2,3,-0.8,2,-1.4,19,17,-7,-0.5
CCN(CC)C(=O)CSc1nnc2sc3ccccc3n12,3,-3,0.6,-1,0.5,-8,9,2,1.4
CCC(C)NC(=O)CCc1c(C)nc2nc(-c3cc(OC)cc(OC)c3)nn2c1C (centres undefined),1,1,0.2,-3,-0.3,15,4,2,-0.8
O=C1C2C3c4ccccc4C(Br)(c4ccccc43)C2C(=O)N1c1ccccc1O (centres undefined),1,-3,0.1,0,0.1,17,4,-7,-0.6
Cc1nnc(NC(=O)c2c(F)c(F)c(F)c(F)c2F)s1,2,-2,0.4,-3,0.2,19,21,-5,-0.4
CCC(=O)Nc1cccc(NC(=S)NC(=O)c2cccs2)c1,2,1,1.0,-3,-0.5,23,8,-5,1.2
COc1ccc(-n2c3c(cc(C(=O)NNc4ccccc4)c2=O)C(=O)CC(C)(C)C3)cc1,-3,-2,-0.9,-1,-1.2,26,8,-1,1.9
Cn1ccnc1-c1nc2ccccc2[nH]c1=O,-1,-2,0.5,-5,0.0,-1,25,-7,0.1
CC(=O)c1cnc2c(-c3ccc(Cl)cc3)c(C)nn2c1C,1,0,0.5,-2,0.0,-3,34,-3,-2.7
O=C(N/N=C/c1cccs1)c1cnccn1,8,-2,1.3,0,0.5,-1,12,0,1.2
Brc1cccc(-c2nnco2)c1,0,-1,-0.1,-5,0.6,26,44,-4,-1.3
Cc1ccc(C(=O)c2ccc(O)cc2)cc1C,-2,-1,-0.4,-2,-1.8,-18,56,-12,-2.4
C(=C\c1ccncc1)/c1ccccc1,-4,-1,-1.0,2,-1.1,11,-6,-6,-6.5
CC(C)C[C@H](NC(=O)NCc1ccc(Cl)cc1)C(=O)O,4,0,1.1,-1,0.6,16,52,-4,1.1
CCOC(=O)c1c(N)nn(C(=O)C(C)(C)C)c1-c1ccccc1,1,3,0.5,-3,0.3,-8,94*,-1,-1.4
COc1ccc(C2=NN(c3nc(C)cc(C)n3)C(=O)C2)cc1,9,-1,1.1,3,0.4,8,41,-3,0.6
Cn1c(=O)c2c(nc(N3CCc4ccccc4C3)n2Cc2ccccc2F)n(C)c1=O,6,-1,0.2,-6,-1.6,17,50,-11,-5.1
CCOC(=O)C1(CC)NC(c2ccco2)C2C(=O)N(c3ccc(C)cc3)C(=O)C21 (centres undefined),3,2,0.2,3,-0.2,8,36,-8,-4.6
C=CCOn1c(C)c(C(C)=O)c2c3nonc3ccc21,3,-1,0.5,0,1.3,15,34,1,-1.6
COc1ccc(/C=C/C(=O)Nc2cc(C)nn2-c2nc3ccccc3[nH]2)cc1,7,-1,0.2,-2,2.1,49,-18,-8,2.6
Cn1c(CNC(=O)c2ccccc2)nnc1SCC(=O)N1CCN(c2ccccc2)CC1,-1,-1,0.0,-5,-0.4,37,-7,-1,-1.1
Cc1ccc(Cn2c(O)c(N=NC(=S)Nc3ccccc3F)c3cc(S(=O)(=O)N4CCOCC4)ccc32)cc1,5,2,-0.7,2,-0.6,10,-16,-3,0.0
Cc1nc2c(C(=O)Nc3ccc(N4CCCC(O)C4)cc3)snc2c(=O)[nH]1 (centres undefined),-3,-1,0.6,-1,1.0,-4,4,11,-0.3
COc1cc(C(c2c(C)[nH][nH]c2=O)c2c(C)[nH][nH]c2=O)cc([N+](=O)[O-])c1O,3,4,1.5,-1,0.4,6,14,-7,-1.3
N/C(CN1CCCC1=O)=N\O,6,-4,2.1,2,1.1,21,-8,-8,-2.3
CCN(CC)S(=O)(=O)c1cc(C(=O)OCC(=O)Nc2cccc(S(=O)(=O)N(C)C)c2)ccc1F,10,-1,-0.1,5,1.6,8,0,-7,-0.9
Cc1ccc(NC(=O)Nc2nnc(-c3ccncc3)s2)cc1,2,0,5.2,0,21*,17,41,1,2.3
O=C(NCc1ccc2c(c1)OCO2)c1cccc(S(=O)(=O)N2CCCCC2)c1,-3,-2,0.0,-3,-0.6,6,34,2,1.8
CC(C)N1CCN(Cc2ccc(-c3ccccc3Cl)o2)CC1CCO (centres undefined),0,1,0.3,6,-0.2,-4,13,-10,2.6
C=CCOC(=O)C1=C(C)Nc2nnnn2C1c1cccs1 (centres undefined),9,4,-1.0,2,0.0,1,23,-6,-1.6
Cc1nn2c3ccccc3nc2n(C)c1=O,7,3,0.6,-1,0.0,5,12,-2,0.8
CCc1ccc(N2C(=O)CN(Cc3cccs3)C2=S)cc1,4,-2,0.1,1,-1.3,12,42,-9,0.0
FC(F)(F)c1cccc(Oc2cc(C(F)(F)F)nc(-c3ccccn3)n2)c1,0,1,-0.7,-4,0.5,-6,68,4,-2.2
O=S(=O)(Nc1ccccc1N1CCCCC1)c1ccc(F)cc1F,-3,1,16*,-3,-3.2,8,9,3,0.3
CC(NC(=O)/C(C#N)=C/c1cn(-c2ccccc2)nc1-c1ccc(F)cc1)c1ccccc1 (centres undefined),4,-1,0.7,2,0.0,-4,22,-10,0.9
Cc1ccc(C)c(OCCSc2nnc(-c3cccnc3)n2N)c1,5,-4,0.6,3,-0.1,17,9,-9,1.6

# Structures listed so far that contain an aryl methoxy group (9):
SMILES,BaF3 tox,Wee1 stabilizer,TRPML3 ag,Ba/F3 V617F tox,TRPN1 ag,PPC-1+TRAIL kill,CHOP inhibitor,RBBP9 inh,TNF death inh
COc1ccc(CNC(=O)C2CCC(CNc3c(N4CCOCC4)c(=O)c3=O)CC2)cc1 (centres undefined),5,0,1.1,-4,0.9,10,11,-7,-0.1
COc1ccc(CCCc2n[nH]c(=S)n2C)cc1C,3,5,-0.4,7,-0.9,7,-10,-5,-0.9
CCOC(=O)C(=O)Nc1ccc([N+](=O)[O-])cc1OC,4,0,0.7,0,2.1,13,-14,-6,0.4
COc1ccc(/C=N/NC(N)=S)cc1,-1,-2,0.5,0,0.3,11,-5,-2,-3.5
CCC(C)NC(=O)CCc1c(C)nc2nc(-c3cc(OC)cc(OC)c3)nn2c1C (centres undefined),1,1,0.2,-3,-0.3,15,4,2,-0.8
COc1ccc(-n2c3c(cc(C(=O)NNc4ccccc4)c2=O)C(=O)CC(C)(C)C3)cc1,-3,-2,-0.9,-1,-1.2,26,8,-1,1.9
COc1ccc(C2=NN(c3nc(C)cc(C)n3)C(=O)C2)cc1,9,-1,1.1,3,0.4,8,41,-3,0.6
COc1ccc(/C=C/C(=O)Nc2cc(C)nn2-c2nc3ccccc3[nH]2)cc1,7,-1,0.2,-2,2.1,49,-18,-8,2.6
COc1cc(C(c2c(C)[nH][nH]c2=O)c2c(C)[nH][nH]c2=O)cc([N+](=O)[O-])c1O,3,4,1.5,-1,0.4,6,14,-7,-1.3
